RBX1-CUL1 inh: blocks human RBX1-Cullin-1 di-ubiquitin formation | in vitro K48 di-Ub FRET, acceptor:donor ratio, 45 min | 140,000 compounds, 0.6% hits | inhibition, % at 10 µM; in the data active = inhibition above about 25%
Target sequence (P62877 whole entry, looked up): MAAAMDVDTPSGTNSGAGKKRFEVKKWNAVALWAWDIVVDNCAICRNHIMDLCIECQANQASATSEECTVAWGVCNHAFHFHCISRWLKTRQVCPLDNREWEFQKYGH
Target sequence (Q13616 whole entry, looked up): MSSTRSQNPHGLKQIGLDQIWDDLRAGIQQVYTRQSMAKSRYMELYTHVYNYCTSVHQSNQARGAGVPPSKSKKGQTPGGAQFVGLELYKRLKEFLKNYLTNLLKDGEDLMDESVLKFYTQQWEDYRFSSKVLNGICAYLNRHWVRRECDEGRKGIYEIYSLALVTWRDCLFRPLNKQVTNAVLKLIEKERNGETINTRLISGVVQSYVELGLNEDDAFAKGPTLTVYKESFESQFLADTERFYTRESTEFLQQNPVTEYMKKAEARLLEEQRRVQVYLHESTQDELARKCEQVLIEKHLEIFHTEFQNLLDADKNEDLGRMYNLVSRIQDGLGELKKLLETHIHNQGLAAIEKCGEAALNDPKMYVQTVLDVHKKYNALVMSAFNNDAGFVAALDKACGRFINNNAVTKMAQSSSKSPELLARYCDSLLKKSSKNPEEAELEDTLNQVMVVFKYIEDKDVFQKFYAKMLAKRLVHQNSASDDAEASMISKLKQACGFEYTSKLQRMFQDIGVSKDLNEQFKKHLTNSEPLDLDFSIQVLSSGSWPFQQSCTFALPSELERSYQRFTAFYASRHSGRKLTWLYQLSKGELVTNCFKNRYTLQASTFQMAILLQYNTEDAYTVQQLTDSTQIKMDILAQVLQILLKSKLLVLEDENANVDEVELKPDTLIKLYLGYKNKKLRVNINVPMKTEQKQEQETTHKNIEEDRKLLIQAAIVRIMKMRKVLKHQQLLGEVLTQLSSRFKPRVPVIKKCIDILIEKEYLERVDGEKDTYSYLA
An asterisk follows results filed as active; & = joins results of further samples.

Start of the data: the first two records, to show the layout:
SMILES	RBX1-CUL1 inh
COc1cc(OC)c(C(=O)NCc2ccccc2)cc1OC	-1.4
Cc1ccc(C)c(-c2csc(-c3c(N)c(C(=O)c4ccc5c(c4)OCO5)n4ccccc34)n2)c1	-4.0

The list itself, repeating the preview:
SMILES	RBX1-CUL1 inh
COc1cc(OC)c(C(=O)NCc2ccccc2)cc1OC	-1.4
Cc1ccc(C)c(-c2csc(-c3c(N)c(C(=O)c4ccc5c(c4)OCO5)n4ccccc34)n2)c1	-4.0
CCCn1c(C)cn2c3c(=O)n(C/C=C/c4ccccc4)c(=O)n(C)c3nc12	0.1
O=C1CCC(=NCc2ccc(Cl)c(Cl)c2)C1	6.9
CCN1CCN(S(=O)(=O)c2ccc(OC)c(C(=O)N3CCCCC3)c2)CC1	-0.8
CCOC(=O)c1ccc2ncc(C(=O)OCC)c(Nc3ccc(C)c(Br)c3)c2c1	6.3
COc1ccc(OC)c(NC(=O)CN2C(=O)CCc3cc(S(=O)(=O)N4CCCCC4)ccc32)c1	-4.1
CCC(NC(=O)CCCc1ccccc1)c1ccccc1 (stereo not given)	-2.0
CC(Oc1ccc(Br)cc1Br)C(=O)Nc1ccc(F)cc1 (stereo not given)	4.9
N#Cc1c(OCC(=O)c2ccc(Br)cc2)nc2c(c1-c1cccnc1)CCc1ccccc1-2	11.3
O=C(Nc1ccccc1F)N1CCN(c2ccccc2)CC1	-0.4
COc1ccc(NC(=O)CCS(=O)(=O)c2nc(-c3ccc4c(c3)OCO4)cc(C(F)(F)F)n2)c(OC)c1	-10.6
O=C(c1ccc(Cn2cnnn2)cc1)N1CCCC(Nc2ccc3c(c2)OCO3)C1 (stereo not given)	-2.1
NC(=O)c1ccc(C2CCCN2C(=O)Cc2ccc(-n3cnnn3)cc2)s1 (stereo not given)	1.9
CCCCCOc1ccc(/C=N/NC(=O)c2nnn(-c3nonc3N)c2CN2CCCCCC2)cc1	-0.9
CCOc1ccc(NC(=O)CCCn2c(C)c3cnn(-c4ccccc4)c(=O)c3c2C)cc1	-11.5
O=C(Nc1nnc(SCc2ccc(F)cc2)s1)C1COc2ccccc2O1 (stereo not given)	18.8
COC(=O)C1CCCCN1Cc1c(C(=O)N2CCCN(C)CC2)nc2sccn12 (stereo not given)	-0.6
CCC(=O)N1CCN(Cc2ccc(Cl)c(Cl)c2)CC1	-12.6
COc1ccc(Cc2nc(-c3c(C)ncc4c3CCNC4)no2)c(OC)c1	6.5
CO[C@H]1[C@H](NC(=O)c2ccncc2)c2ccccc2C12CCN(C(=O)c1cc(F)cc(F)c1)CC2	2.9
CC(C)NC(=O)C(=O)NCCN1CCN(C(=O)c2cccc(Br)c2)CC1	5.3
O=C(Cc1ccccc1)NC1CCCCC1	-2.7
Cc1ccccc1NC(=O)CC1Sc2ccccc2NC1=O (stereo not given)	-5.4
CCOC(=O)c1nc(N)c(=O)n(-c2ccccc2)n1	-5.1
O=C(NCc1ccc2c(c1)OCO2)c1n[nH]c(=O)c2ccccc12	-19.3
C[C@@H]1CN(C(=O)c2nc3ccc(Cl)cn3c2CN2CCc3ccccc3C2)C[C@H](C)O1	0.3
O=C(c1ccc2c(c1)OCO2)N1CCc2[nH]nc(-c3ccc(F)cc3F)c2C1	3.1
CCOC(=O)C1C(c2ccc3c(c2)OCO3)NC(=O)NC1(O)C(F)(F)F (stereo not given)	-3.1
CCOc1ccc(-c2noc(CSc3nnc(Cc4ccccc4)n3-c3ccc(F)cc3)n2)cc1	0.6
C=CCOc1ccc(C2C3=C(CCCC3=O)N(CC(=O)O)C3=C2C(=O)CCC3)cc1OCC	8.8
CC1CCCCN1C(=O)Nc1cc(Cl)cc(Cl)c1 (stereo not given)	-7.8
Cn1c(CNC(=O)c2ccccc2F)nnc1SCC(=O)Nc1cc(Cl)cc(Cl)c1	-5.2
CCOc1ccc(CNC(=O)CCCn2c(=O)c3cccn3c3cccnc32)cc1	-6.8
COc1ccc(/C=C2/CCc3ccccc3C2=O)cc1CN1CCOCC1	0.1
COc1cc(/C=N\NS(=O)(=O)c2ccc3ccccc3c2)ccc1OCc1ccc(C(=O)O)cc1	2.6
CC(=O)c1ccc(NC(=O)C(C)Sc2nc(N)cc(N)n2)cc1 (stereo not given)	1.5
O=C(NCc1ccccc1)C1CC1	1.0
Cc1ccc(C)c(OCC(=O)N2CCc3ccccc32)c1	3.8
Cc1ccc(Nc2cc(C)nc3cc(Cl)ccc23)cc1	-5.2
COc1ccc(C2(C)CC(C)(C)N(C(=O)c3ccc([N+](=O)[O-])cc3)c3ccccc32)cc1 (stereo not given)	5.6
O=C(Nc1ccc(Cl)cc1Cl)c1cc(-c2ccco2)nc2ccccc12	-4.9
COc1ccc(N2C(=O)c3ccccc3NC2c2ccc3c(c2)c2ccccc2n3C)cc1 (stereo not given)	3.6
O=C(c1ccco1)N(Cc1cccs1)C1CCS(=O)(=O)C1 (stereo not given)	-8.2
COc1ccc(S(=O)(=O)N(CC(=O)Nc2ccccc2Cl)Cc2ccccc2)cc1	2.5
CS(=O)(=O)c1ncc(N(Cc2ccccc2)Cc2ccco2)c(C(=O)Nc2cccc(C(F)(F)F)c2)n1	2.8
COc1ccccc1C1CN(CC(=O)NCc2cccc(C)n2)Cc2ccccc2O1 (stereo not given)	0.9
C/C(=N\NC(=O)COc1cc(C)cc(C)c1)c1cccc(NC(=O)C2CCC2)c1	-2.2
Cc1nc(N2CCCCC2)c2oc3ccccc3c2n1	-7.1
COc1cccc(-c2cnnc(N3CCCN(C4CCCC4)CC3)n2)c1	-3.4
COc1ccc(-c2nc(SC)n(S(C)(=O)=O)n2)cc1	0.6
CCOCCCNC(=O)C(c1ccc(OC)cc1)N(Cc1cccs1)C(=O)c1ccccc1O (stereo not given)	0.9
CN(C)S(=O)(=O)Nc1ccc(F)cc1	10.5
O=C(OCc1ccc(Cl)cc1)c1ccc2c(c1)-c1ccccc1C2=O	15.2
Cc1ccccc1OCc1nnc(SCC(=O)Nc2cccc3ccccc23)o1	-2.7
c1cncc(-c2ccnc3ncnn23)c1	1.2
O=C(Cn1cnc2cc(Cl)ccc2c1=O)Nc1ccc2c(c1)OCO2	0.5
CSc1nn(Cc2ccc(F)cc2)c(N(C(C)=O)C(C)=O)c1S(=O)(=O)c1ccccc1	-5.3
COc1cccc(C(=O)Nc2ccc(C(=O)OCC(=O)c3cccc([N+](=O)[O-])c3)cc2)c1	-5.2
CC(C)CNS(=O)(=O)c1ccc(NS(C)(=O)=O)cc1	13.9
Continued:
SMILES	RBX1-CUL1 inh
COc1cc(C2CC(=O)Nc3cc4c(cc32)OCCO4)ccc1O (stereo not given)	0.3
CCc1ccc(NC(=O)c2nn(-c3ccc(C)cc3)c(=O)n(C)c2=O)cc1	-3.5
CCS(=O)(=O)N1CCc2cc(C(=O)Nc3cc([N+](=O)[O-])ccc3C)ccc21	14.3
Cc1cccc(CN2CCCC(O)(CNCc3nc(C)cc(C)n3)C2=O)c1 (stereo not given)	-13.5
CCOC(=O)c1cnn2c(C(F)(F)F)cc(-c3ccc(Cl)cc3)nc12	-1.8
CCOC(=O)c1ccc[n+](CC(=O)C23CC4CC(CC(C4)C2)C3)c1	0.8
CCCc1cc(=O)oc2c(C)c3c(cc12)CN(CCc1ccc(Cl)cc1)CO3	-6.2
CN1CCN(CC#CC=C(c2ccccc2)c2ccccc2)CC1	1.9
O=c1/c(=C/c2cn(Cc3ccc(Cl)cc3)c3ccccc23)sc2nc3cc(Br)cnc3n12	-3.6
O=C(Cn1cnc2ccccc2c1=O)c1ccccc1	1.6
Cc1ccc(N2C(=O)C(Cl)=C(N3CCOCC3)C2=O)cc1Cl	-1.3
Fc1ccc(CSc2nnnn2-c2cccnc2)c(Cl)c1	4.0
O=C(C1CC=CCC1)N1CCc2[nH]nc(-c3ccccc3Cl)c2C1 (stereo not given)	0.2
Cn1c(=O)n(C)c2cc(CNCc3ccccc3Cl)ccc21	-2.8
O=C(NCc1ccc(Cl)cc1)NC(C(F)(F)F)C(F)(F)F	6.1
CCOC(=O)C1CCN(c2cc3c(cc2NC(=O)c2ccc(OC)c(OC)c2)n(C)c(=O)n3C)CC1	3.9
COc1cc(C=C2C(=O)c3ccccc3C2=O)cc(Br)c1OCC(=O)O	76.3*
Cn1c(SCC(=O)NNC(=O)c2ccc(Br)cc2)nnc1-c1ccc(O)cc1	0.3
Cc1cc(S(=O)(=O)n2c(C)nc3ccccc32)c(C)cc1Br	2.8
O=C(Cn1nnc2ccccc21)NNC(=S)Nc1ccc(Cl)cc1	-1.0
O=C1CCC(C(=O)N2CCC(CCc3ccccc3)CC2)CN1CCCN1CCOCC1 (stereo not given)	-5.9
CCSc1nnc(-c2cccs2)n1N	1.6
COC(=O)c1cc2oc3ccccc3c2n1CC(=O)Nc1ccc(F)c(Cl)c1	-7.6
COCCN(CC1CCCN(C2Cc3ccccc3C2)C1)C(=O)c1ccncc1 (stereo not given)	-3.4
c1ccc(Oc2ccc(-c3cn4ccccc4n3)cc2)cc1	8.9
COc1cccc(OC(=O)CSc2nnc(-c3cccs3)o2)c1	7.2
CCN1C(=O)/C(=C\c2ccc(F)cc2)N=C1SCC(=O)NCc1ccccc1	7.6
COC(=O)Cn1c(=O)c2cccn2c2cccnc21	-5.1
CC(=O)c1nn(-c2ccc(Br)cc2)cc1C(=O)c1ccc2ccccc2c1	-3.3
COC(=O)c1cc2occc2n1Cc1nc(-c2cccc(Br)c2)oc1C	-5.6
CC(=O)c1c(O)c(C(C)=O)c2oc(=O)cc(-c3ccccc3)c2c1O	-11.4
Cc1ccc2[nH]c3c(c2c1)SC(C)(C)C/C3=N/N=C/c1ccccc1	6.4
Cc1ccc(NC(=O)Nc2ccc3nc(N4CCN(C)CC4)cc(C)c3c2)cc1F	-6.8
CC(=O)Nc1cc(C)c(S(=O)(=O)O)cc1C	-1.6
Cc1ccc(N=C2CC(=O)C(=O)c3ccccc32)cc1	-2.2
CCN(CC)CCn1c(N=Cc2cc(Br)ccc2O)nc2ccccc21	1.5
COCCn1c(SCC(=O)c2cc(C)ccc2C)nc2cc(C(=O)NC3CCCC3)ccc2c1=O	-2.5
CC(CS(=O)(=O)c1ccc(N2CCCC2=O)cc1)N1CCOCC1 (stereo not given)	-1.7
COc1cc(C)c(Cl)c(C)c1S(=O)(=O)N1CC(C)OC(C)C1 (stereo not given)	-1.5
Cn1cccc1/C=N/n1c(-c2ccccc2)n[nH]c1=S	-2.7
CC(C)(C)c1ccccc1C1C(=O)c2ccccc2C1=O	-1.7
COc1ccc(CCNC(=O)c2ccc3c(c2)N(Cc2ccccc2F)C(=O)c2ccccc2S3(=O)=O)cc1OC	-21.4
CC(C)C(=O)N1CCN(c2c(Cl)cccc2NC(=O)c2ccccc2F)CC1	1.4
Cc1ccc(N2CC(C(=O)N3CCCCC3)CC2=O)c(C)c1 (stereo not given)	0.7
C=CCOC(=O)C1=C(C)N=c2s/c(=C/c3ccc(OC)cc3OC)c(=O)n2C1c1ccc(OC(=O)c2ccco2)cc1 (stereo not given)	-7.3
C=C(C)Cn1c(SCC(=O)Nc2cccc(C)c2)nc2sc3c(c2c1=O)CCCC3	-6.4&7.5
Cc1cc(NC(=O)c2sc3ncccc3c2N)ccc1Cl	-1.9
CCCOc1ccccc1C(=O)N1CCCCC1CCN1CCOCC1 (stereo not given)	11.5
CC(C)NS(=O)(=O)c1ccc(OCC(=O)N2CCN(c3ccccc3F)CC2)cc1	-5.0
COCCN1C(=O)NC(Cc2cccc(F)c2)(C2CCN(C(=O)Cc3cccs3)CC2)C1=O (stereo not given)	5.3
CC(C)CCOc1cccc(C2C(C(=O)c3cccs3)C(=O)C(=O)N2CCCN(C)C)c1 (stereo not given)	-4.1
COCCCNC(=O)NC1(C(F)(F)F)Oc2ccc(C(C)(C)C)cc2O1 (stereo not given)	-2.8
Cc1ccc(OC(=O)c2ccco2)cc1	-3.3
CC1C(=NC(=O)c2cc(-c3cccc(Cl)c3)on2)C(=O)N(c2ccccc2)N1C (stereo not given)	2.9
CSc1ccc(CNc2ccc(Cl)cc2)cc1	0.5
O=C(NCC1Cc2cc(-c3ccsc3)cc(Cl)c2O1)[C@@H]1C[C@@H]2C=C[C@H]1C2 (stereo not given in full)	-0.3
O=C(NCCCn1ccnc1)c1cn(Cc2ccc(F)cc2Cl)nn1	3.6
CCS(=O)(=O)N1CCc2cc(C(=O)NCc3ccccc3OC)ccc21	8.0
Clc1cccc(Nc2ccc(Nc3cccc(Cl)c3)nn2)c1	1.6
O=C(CN1CCN(c2ncccn2)CC1)NC1Cc2ccccc2Sc2ccc(Cl)cc21 (stereo not given)	2.5

Random excerpt: five records from the list.
SMILES	RBX1-CUL1 inh
Cc1ccc2[nH]c3c(c2c1)SC(C)(C)C/C3=N/N=C/c1ccccc1	6.4
Cn1c(SCC(=O)NNC(=O)c2ccc(Br)cc2)nnc1-c1ccc(O)cc1	0.3
CCOc1ccc(NC(=O)CCCn2c(C)c3cnn(-c4ccccc4)c(=O)c3c2C)cc1	-11.5
CO[C@H]1[C@H](NC(=O)c2ccncc2)c2ccccc2C12CCN(C(=O)c1cc(F)cc(F)c1)CC2	2.9
N#Cc1c(OCC(=O)c2ccc(Br)cc2)nc2c(c1-c1cccnc1)CCc1ccccc1-2	11.3

Remaining list, next part.
SMILES	RBX1-CUL1 inh
COc1ccc(NC(=O)C(C)Oc2ccccc2)c(OC)c1 (stereo not given)	-2.0
COc1ccc(S(=O)(=O)NC2CC2)cc1C	4.0
CC1Cc2ccccc2N1C(=O)CSc1nc(-c2ccco2)cc(C(F)(F)F)n1 (stereo not given)	1.2
Cc1c(C)[n+](=O)c2cc(Cl)c(Cl)cc2n1[O-]	5.1
CCCCOc1ccccc1C1c2c(n[nH]c2-c2ccccc2)OC(=N)C1C#N (stereo not given)	9.9
C=CCc1c(C)nc(SCC(=O)Nc2ccc(C)cc2)[nH]c1=O	7.9
COC(=O)C1C(C)=NC(C)=C(C(=O)OCCN2CCN(S(=O)(=O)c3ccccc3Cl)CC2)C1c1cccc([N+](=O)[O-])c1 (stereo not given)	-2.9

Rewritten with bars between the fields: 4 of the compounds above.
mol | RBX1-CUL1 inh
COc1ccc(S(=O)(=O)NC2CC2)cc1C | 4.0
CC1Cc2ccccc2N1C(=O)CSc1nc(-c2ccco2)cc(C(F)(F)F)n1 (stereo not given) | 1.2
Cc1c(C)[n+](=O)c2cc(Cl)c(Cl)cc2n1[O-] | 5.1
CCCCOc1ccccc1C1c2c(n[nH]c2-c2ccccc2)OC(=N)C1C#N (stereo not given) | 9.9

These rows are one share of the data; rates above refer to the full screens.
